C1s block – human complement C1s inhibition; purified C1s, fluorogenic AMC substrate, pooled mixtures; mean inhibition % of two 10-compound mixtures (active compounds read high), % at 5 µM (by protocol); hit rate 0.16% among 62,000; AID 538;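 active = inhibition above 20% in each of the two 10-compound mixture wells holding the compound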;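 also: 0% = enzyme wells lacking compound mixture and 100% = no-enzyme blank wells; some compounds called inactive have numbers as strong as hits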
PKA inh – blocks human protein kinase A activity; PKA Kemptide phosphorylation, Kinase-Glo ATP luminescence; inhibition, % at 6 µM; hit rate 0.1% among 65,000;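 active = inhibition above the screen-wide mean inhibition plus 3 SD, cut at about 21% in these data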; also: many of its hits are not listed in these tables
ROCK2 blocker – ROCK2 (human) kinase inhibition. O75116. purified ROCK2, Kinase-Glo ATP depletion luminescence. inhibition, % at 6 µM. hit rate 0.35% among 60,000. AID 604;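 active = inhibition above the screen-wide mean inhibition plus 3 SD, cut at about 18% in these data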;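 also: plate controls were DMSO wells for no effect and Y-27632 control wells after no-enzyme background subtraction for full effect; many of its hits are not listed in these tables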
CatB mixtures – human cathepsin B inhibition by mixtures | inhibition, %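 (ten-compound pools at 5 µM per compound and 50 µM total)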 | AID 488 | Purified cathepsin B, AMC dipeptide fluorescence, compound mixtures | hit rate 0.06% among 62,000; in the data active = inhibition above about 22%, passing the limit was not always enough;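 also: 0% = enzyme without compound and 100% = no enzyme blank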
Cathepsin G inh – blocks human cathepsin G enzyme activity; P08311; purified enzyme, AMC-tetrapeptide fluorescence, pooled mixtures; inhibition, % at 5 µM (by protocol); hit rate 0.2% among 62,000; AID 581;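 active = inhibition above 20% in each of the two mixture wells holding the compound; inactive = inhibition of 20% or less in either well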;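 also: 0% = enzyme control without mixture and 100% = blank lacking enzyme; strong numbers were not always called active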
Target sequence (P08311 21-244 limits assumed): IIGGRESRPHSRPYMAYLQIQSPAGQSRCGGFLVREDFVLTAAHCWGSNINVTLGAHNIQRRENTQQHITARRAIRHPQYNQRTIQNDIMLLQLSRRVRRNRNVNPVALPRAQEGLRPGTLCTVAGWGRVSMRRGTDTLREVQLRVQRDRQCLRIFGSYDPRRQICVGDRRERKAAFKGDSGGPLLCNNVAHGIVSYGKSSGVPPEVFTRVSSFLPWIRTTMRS
CatL block – blocks human cathepsin L protease activity. P07711. purified cathepsin L, fluorogenic substrate, fluorescence. inhibition, %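 (tested at 10 µM)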. hit rate 0.17% among 58,000. AID 460; in the data active = inhibition above about 45%;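 also: 0% = enzyme with no compound and 100% = no enzyme blank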
Target sequence (P07711 114-288 limits assumed): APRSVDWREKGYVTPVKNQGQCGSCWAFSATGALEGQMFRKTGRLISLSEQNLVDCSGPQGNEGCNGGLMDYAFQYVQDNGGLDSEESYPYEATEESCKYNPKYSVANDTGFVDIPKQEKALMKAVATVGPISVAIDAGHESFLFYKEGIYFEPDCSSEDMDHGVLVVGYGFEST
Target sequence (P07711 292-333 limits assumed): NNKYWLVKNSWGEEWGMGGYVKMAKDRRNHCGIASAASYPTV
HER2 expr 66K – Her2 kinase expression inhibition; P04626; HER2 level % of control, % at 10 µM; hit rate 0.69% among 65,000; SKBR-3 HER2 protein level, AlphaScreen, 18-24 h; active compounds read low;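 active = HER2 level under 5% of the carrier-only control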;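 also: 100% = DMSO carrier and 0% = 500 nM PU-H71 HSP90 inhibitor; lower value means stronger loss of Her2 protein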
CatS block – blocks human cathepsin S protease activity | P25774 | recombinant cathepsin S, AMC dipeptide fluorescence, pooled mixtures | inhibition, %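 (tested at 5 µM per compound within 10-compound mixtures)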 | hit rate 0.06% among 62,000; in the data active = inhibition above about 32%, passing the limit was not always enough;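 also: 0% = enzyme without compound and 100% = blank without enzyme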
Target sequence (P25774 115-331 limits assumed): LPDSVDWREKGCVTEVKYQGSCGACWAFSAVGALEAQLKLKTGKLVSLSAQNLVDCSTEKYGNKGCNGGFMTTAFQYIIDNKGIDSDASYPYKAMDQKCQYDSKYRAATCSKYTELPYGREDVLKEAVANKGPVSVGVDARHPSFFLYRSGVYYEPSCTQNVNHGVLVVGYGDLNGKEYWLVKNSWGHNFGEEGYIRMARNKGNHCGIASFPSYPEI
CatB block – human cathepsin B inhibition | P07858 | purified cathepsin B, fluorogenic substrate, fluorescence | inhibition, %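 (tested at 10 µM)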 | hit rate 0.1% among 63,000 | AID 453; in the data active = inhibition above about 21%;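 also: 0% = enzyme with no compound and 100% = no enzyme blank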
The depositor's hits bear a star; x = not tested or not shown.

[1] CCN(CC)CCN1C(=O)C(O)=C(C(C)=O)C1c1ccccc1 (stereo not given)
[2] O=C(NCc1cccs1)c1csc2ccccc12
[3] O=C(c1cccs1)N1CCN(C2CCN(Cc3ccccc3)CC2)CC1
[4] O=C(O)Cn1nc(-c2ccc(F)cc2)oc1=O
[5] Cc1cc2ncn(/N=C/c3cc(Br)ccc3O)c2cc1C
[6] O=C(NCc1ccc2c(c1)OCO2)C1CCCN(S(=O)(=O)c2cccnc2)C1 (stereo not given)
[7] O=C(NCC(c1cccnc1)N1CCOCC1)C1CCCCC1 (stereo not given)
[8] c1ccc(COc2ccc(OCCn3cncn3)cc2)cc1
[9] CCN(CC)CCCN1C(=O)C(=O)/C(=C(/O)c2ccc(C)cc2)C1c1ccccn1 (stereo not given)
[10] O=C(O)CN1CCN(Cc2ccccc2)C1=O
assay / entry,1,2,3,4,5,6,7,8,9,10
C1s block,-20,-1,-150,3,-1,3,5,9,-13,13
PKA inh,6,12,8,10,5,2,-6,0,7,0
ROCK2 blocker,-2,5,5,5,12,3,x,0,8,4
CatB mixtures,6,1,1,4,-5,-6,3,4,3,4
Cathepsin G inh,-10,0,-10,-1,8,5,9,13,-13,11
CatL block,-4,-2,-4,5,9,-1,-9,-3,10,11
HER2 expr 66K,81,98,94,109,69,92,100,103,98,121
CatS block,11,-5,-17,0,-1,-5,-6,6,10,4
CatB block,6,1,4,4,-2,2,4,5,3,-1

[11] CCCOc1ccc(N2C(=O)CC(N3CCCC(C(=O)N4CCCC4)C3)C2=O)cc1 (stereo not given)
[12] CC(=O)c1ccc(N2CCN(C(=O)COc3ccc(F)cc3)CC2)c(F)c1
[13] CCCCCNC(CC(=O)Nc1ccc(OC)cc1)C(=O)O (stereo not given)
[14] O=C(Nc1cccc(-c2cn3cccnc3n2)c1)c1ccco1
[15] Cc1nnc2n1NC(c1ccc(Cl)cc1)C(C(=O)N1CCC(C)CC1)S2 (stereo not given)
[16] COc1ccc(-c2noc(-c3ccccc3C(=O)Nc3cccnc3)n2)cc1
[17] Cn1ccnc1SCc1cn2ccccc2n1
[18] Cc1ccc(CNC(=O)CCNC(=O)Cn2ccc3ccccc3c2=O)o1
[19] COc1ccc(-n2c(Cc3cccn3C)nnc2SCC(=O)NCc2ccco2)cc1
[20] Cc1ccc(OC(=O)NC2CCS(=O)(=O)C2)cc1C (stereo not given)
assay / entry,11,12,13,14,15,16,17,18,19,20
C1s block,-43,13,6,-56,10,-2,-23,-1,11,-33
PKA inh,-2,-2,-1,4,7,8,0,-2,4,9
ROCK2 blocker,0,2,3,x,5,5,-15,x,3,5
CatB mixtures,-3,3,6,-17,1,6,-10,3,2,1
Cathepsin G inh,-4,10,11,-22,7,8,-25,-2,7,1
CatL block,5,2,13,-119,-7,11,-2,-2,11,12
HER2 expr 66K,96,98,90,80,103,84,107,75,104,105
CatS block,14,1,3,-17,14,7,-23,12,1,-7
CatB block,-4,5,1,-3,5,0,1,5,5,4

An excerpt from above in order of length of the SMILES, smallest number first:
[17] Cn1ccnc1SCc1cn2ccccc2n1
[10] O=C(O)CN1CCN(Cc2ccccc2)C1=O
[8] c1ccc(COc2ccc(OCCn3cncn3)cc2)cc1
[13] CCCCCNC(CC(=O)Nc1ccc(OC)cc1)C(=O)O (stereo not given)
[18] Cc1ccc(CNC(=O)CCNC(=O)Cn2ccc3ccccc3c2=O)o1
[16] COc1ccc(-c2noc(-c3ccccc3C(=O)Nc3cccnc3)n2)cc1
[15] Cc1nnc2n1NC(c1ccc(Cl)cc1)C(C(=O)N1CCC(C)CC1)S2 (stereo not given)
[19] COc1ccc(-n2c(Cc3cccn3C)nnc2SCC(=O)NCc2ccco2)cc1
[11] CCCOc1ccc(N2C(=O)CC(N3CCCC(C(=O)N4CCCC4)C3)C2=O)cc1 (stereo not given)
[9] CCN(CC)CCCN1C(=O)C(=O)/C(=C(/O)c2ccc(C)cc2)C1c1ccccn1 (stereo not given)
assay / entry,17,10,8,13,18,16,15,19,11,9
C1s block,-23,13,9,6,-1,-2,10,11,-43,-13
PKA inh,0,0,0,-1,-2,8,7,4,-2,7
ROCK2 blocker,-15,4,0,3,x,5,5,3,0,8
CatB mixtures,-10,4,4,6,3,6,1,2,-3,3
Cathepsin G inh,-25,11,13,11,-2,8,7,7,-4,-13
CatL block,-2,11,-3,13,-2,11,-7,11,5,10
HER2 expr 66K,107,121,103,90,75,84,103,104,96,98
CatS block,-23,4,6,3,12,7,14,1,14,10
CatB block,1,-1,5,1,5,0,5,5,-4,3

More compounds:
[21] Cc1ccc(N(C(=O)Cn2nnc3ccccc32)C(C(=O)NCc2ccco2)c2cccnc2)cc1 (stereo not given)
[22] O=C(c1cccc(F)c1)N1CCN(c2cccc(C(F)(F)F)c2)CC1
[23] Cc1ccc(-n2c3c(cc(C(=O)NCc4ccco4)c2=O)C(=O)CC(C)(C)C3)cc1
[24] Cc1ccc(OCc2nc(-c3ccccn3)no2)c(Br)c1
[25] COc1ccc(C2CC(c3ccc(Cl)cc3)n3nc(N)nc3N2)cc1 (stereo not given)
[26] Nc1ncn(C(=O)c2ccco2)n1
[27] O=c1nc2n(c3cc(Cl)c(S(=O)(=O)N4CCOCC4)cc13)CCCCC2
[28] CN(C)C/C(Cl)=C(\Cl)c1ccccc1
[29] O=C(CSc1nc2sc3c(c2c(=O)[nH]1)CCCC3)NCCO
[30] Cc1nc2nc(-c3ccccc3)cc(=O)n2[nH]1
assay / entry,21,22,23,24,25,26,27,28,29,30
C1s block,-27,-2,-1,2,-11,1,4,x,2,-1
PKA inh,7,8,7,8,10,-8,0,3,-4,1
ROCK2 blocker,7,4,4,2,6,3,2,2,7,-5
CatB mixtures,0,3,1,-5,0,-5,9,x,2,-2
Cathepsin G inh,-6,7,8,6,4,3,1,x,-1,-3
CatL block,-1,5,5,-2,-2,-7,-1,-5,-1,1
HER2 expr 66K,105,156,104,120,93,94,117,171,90,128
CatS block,-1,-4,-1,-3,-18,-14,4,x,-15,5
CatB block,-2,-2,4,4,2,-1,-5,2,0,0

[31] O=C(CSc1nc2ccccc2c2nc3ccccc3n12)NCc1ccco1
[32] COc1ccccc1C(=O)Nc1ncc2c(n1)CC(c1ccco1)CC2=O (stereo not given)
[33] CCSc1nnc(NC(=O)C(C(F)(F)F)C(F)(F)F)s1
[34] CCCOc1ccc(C2/C(=C(/O)c3ccccc3)C(=O)C(=O)N2CCCN(C)C)cc1OC (stereo not given)
[35] CCCCCCN=CC1=C(O)C(C(=O)OC)C(C)(C)CC1=O (stereo not given)
[36] C=CCSC1=C(C#N)C(c2ccccc2OCC)C(C#N)C(=O)N1 (stereo not given)
[37] CSc1nc(-c2ccccc2)ccc1C(N)=O
[38] N=c1sc2ccccc2n1-c1ccccc1
[39] CC(C)CCn1c(CN2CCOCC2)nc2c1c(=O)n(C)c(=O)n2C
[40] N#CCCN1CCN(S(=O)(=O)c2ccc(S(=O)(=O)NC3CCCC3)cc2)CC1
assay / entry,31,32,33,34,35,36,37,38,39,40
C1s block,-7,-4,x,x,-1,-2,16,3,1,-5
PKA inh,6,5,4,5,x,7,2,-2,6,8
ROCK2 blocker,7,4,-2,7,x,5,6,x,0,-1
CatB mixtures,2,0,x,x,-3,2,5,5,-3,2
Cathepsin G inh,-2,4,x,x,3,-2,11,-1,2,-2
CatL block,5,1,-5,-6,-2,1,-2,-3,17,13
HER2 expr 66K,105,121,160,122,72,60,85,81,91,87
CatS block,0,6,x,x,13,-1,-4,-11,11,7
CatB block,-9,4,-2,2,-3,-4,2,-2,-3,3

[41] C=CCOc1ccc(C2C(C(=O)c3ccco3)=C(O)C(=O)N2CCCN(CC)CC)cc1 (stereo not given)
[42] COc1ccc(C2NC(=O)NC(O)(C(F)(F)F)C2C(=O)c2ccc(C)cc2)cc1 (stereo not given)
[43] CS(=O)(=O)N1CCCC(C(=O)NCc2ccccn2)C1 (stereo not given)
[44] CN(C(=O)c1ccc(Cl)cc1)C1=CCCCC1CCC#N (stereo not given)
[45] COc1ccc(C(=O)NCC(=O)n2nc(C)cc2C)cc1OC
[46] CCOC(=O)c1c(NC(=O)c2csc(C)c2)sc(C(C)=O)c1C
[47] O=C(CSc1nnc2scc(-c3ccccc3)n12)Nc1nsc(-c2ccccc2)n1
[48] Cc1c(NC(=O)CSc2nnc(-c3ccco3)n2-c2ccccc2)c(=O)n(-c2ccccc2)n1C
[49] O=S(=O)(c1cccc(C(F)(F)F)c1)N1CCN(c2nnnn2-c2ccccc2)CC1
[50] CCCNC(=O)c1c(C)cc(=O)oc1C
assay / entry,41,42,43,44,45,46,47,48,49,50
C1s block,-81,12,16,16,x,9,14,-32,4,-13
PKA inh,-2,-3,8,2,-10,3,11,4,0,4
ROCK2 blocker,2,-5,6,5,-4,-3,6,3,-2,x
CatB mixtures,-1,1,0,3,x,2,1,-6,10,6
Cathepsin G inh,-4,10,12,8,x,6,11,0,3,6
CatL block,8,x,9,-3,0,-5,-2,-4,7,-1
HER2 expr 66K,117,89,93,98,172,84,90,114,104,116
CatS block,7,3,-2,-3,x,-7,-8,4,25,-3
CatB block,-1,4,3,1,2,1,1,-1,1,1

[51] Cc1occc1C(=O)Nc1c(F)cc(F)cc1Br
[52] CCOC(=O)C1CCCCN1C(=O)CCc1c(C)nc2ncnn2c1C (stereo not given)
[53] CCOC(=O)c1ccccc1NC1CC(=O)N(c2ccccc2C)C1=O (stereo not given)
[54] CC(CNC(=O)C1CCCCC1)NC(=O)C1CCCCC1 (stereo not given)
[55] CN(Cc1ccccc1)C(=O)COC(=O)c1ccc2c(c1)OCO2
[56] c1ccc2[nH]c(SN3CCOCC3)nc2c1
[57] CCc1ccccc1NC1c2ccccc2C(=O)N1c1cccnc1 (stereo not given)
[58] CCCCn1c(=O)cc(O)c2ccccc21
[59] COc1ccccc1OCc1nc(C#N)c(NCc2ccco2)o1
[60] O=C(O)c1[nH]c2ccc(Cl)cc2c1CC(=O)N1CCN(c2ccccc2)CC1
assay / entry,51,52,53,54,55,56,57,58,59,60
C1s block,-1,-1,-13,-20,12,-16,6,-39,11,5
PKA inh,8,9,2,11,-3,5,11,7,5,8
ROCK2 blocker,8,8,-1,4,x,9,5,4,2,10
CatB mixtures,3,2,2,2,5,1,-3,3,2,0
Cathepsin G inh,10,8,-12,5,11,6,4,-9,10,0
CatL block,9,-1,-114,x,0,7,2,5,-5,5
HER2 expr 66K,94,114,97,95,x,219,92,90,102,93
CatS block,-2,5,-19,14,3,1,5,5,-4,2
CatB block,3,8,4,5,2,2,-2,-1,-1,-1

[61] CCOC(=O)N=S(N)(=O)c1ccccc1 (stereo not given)
[62] Cc1ccc(SCCCCN2C(=O)NC(C)(C)C2=O)cc1
[63] O=C(C1CCC1)N1CCc2cc(S(=O)(=O)N3CCN(c4ccccn4)CC3)ccc21
[64] Cc1ccc(CNC(=O)c2cc3c(=O)n(C)c4ccccc4c3n2C)o1
[65] CCCSc1nnc(-c2c[nH]c3ccccc23)n1C
[66] CCC(C)(C)n1nnnc1CN(Cc1ccc(Cl)cc1)Cc1ccco1
[67] O=C(CSc1nc2cc(Cl)ccc2s1)N1CCN(C(=O)c2ccco2)CC1
assay / entry,61,62,63,64,65,66,67
C1s block,-4,5,10,-1,-45,18,-10
PKA inh,-2,-3,14,-5,2,4,-2
ROCK2 blocker,x,-2,5,1,-1,-1,0
CatB mixtures,-2,-4,2,1,1,5,9
Cathepsin G inh,0,4,6,10,-5,12,2
CatL block,6,-1,21,13,x,28,1
HER2 expr 66K,71,102,150,53,105,106,55
CatS block,-3,-1,13,15,18,12,4
CatB block,1,1,1,-3,5,4,-1

Screens from PubChem BioAssay.

A portion of the library (hit frequency here may not be typical).
